From PubChem BioAssay
CRFR2-BP ag – agonists of human CRF-binding protein/CRF-R2 receptor complex. HEK293 CRF-R2/CRF-BP, calcium dye fluorescence (FLIPR); percent of saturating CRF peptide response. activation, % at 13.2 µM. hit rate 0.46% among 350,000;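 active = activation of at least 50%, plus an integration ratio under a set limit after plate pattern correction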;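 also: plate controls were neutral control wells without compound for no effect and CRF at EC100 for full effect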
M4 PAM – positive allosteric modulators of human muscarinic M4 receptor | CHO-K1 hM4/Gqi5, Fluo-8 calcium fluorescence, ACh EC20; 0% = ACh EC20, 100% = maximal ACh | activation, % at 3 µM | hit rate 0.4% among 360,000;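 active = activation above its plate's cutoff, the mean activation of sample wells plus 3 SD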; also: some results filed as inactive read as strong as hits
Target sequence (P08173 whole entry, looked up): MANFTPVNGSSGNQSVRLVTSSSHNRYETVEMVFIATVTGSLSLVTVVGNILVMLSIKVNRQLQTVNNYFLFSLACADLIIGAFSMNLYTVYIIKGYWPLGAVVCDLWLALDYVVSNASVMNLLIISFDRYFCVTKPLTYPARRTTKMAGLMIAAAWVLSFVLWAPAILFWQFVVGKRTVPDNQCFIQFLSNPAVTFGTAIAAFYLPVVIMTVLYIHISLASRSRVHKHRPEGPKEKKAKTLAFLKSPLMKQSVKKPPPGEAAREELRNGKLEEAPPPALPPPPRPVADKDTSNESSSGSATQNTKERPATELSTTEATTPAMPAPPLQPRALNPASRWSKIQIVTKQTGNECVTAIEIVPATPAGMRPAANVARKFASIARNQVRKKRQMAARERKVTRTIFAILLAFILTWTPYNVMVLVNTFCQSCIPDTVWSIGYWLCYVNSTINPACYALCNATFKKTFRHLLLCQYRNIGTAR
M4 antag – blocks acetylcholine activation of human M4 receptor; CHO-hM4 cells, ACh EC80, Fluo-8 calcium fluorescence; inhibition, % at 3 µM; hit rate 0.73% among 360,000; AID 624125;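 active = inhibition above its plate's cutoff, the mean inhibition of sample wells plus 3 SD, cut at about 27% in these data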;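 also: 0% = acetylcholine EC80 with DMSO and 100% = DMSO without agonist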
M1 PAM – potentiates human M1 receptor response to acetylcholine | P11229 | CHO-K1 hM1, Fluo-8 calcium fluorescence, ACh EC20; 0% = ACh EC20, 100% = maximal ACh | activation, % at 3 µM | hit rate 0.088% among 360,000; in the data active = activation above about 19%, passing the limit was not always enough
Target sequence (P11229 whole entry, looked up): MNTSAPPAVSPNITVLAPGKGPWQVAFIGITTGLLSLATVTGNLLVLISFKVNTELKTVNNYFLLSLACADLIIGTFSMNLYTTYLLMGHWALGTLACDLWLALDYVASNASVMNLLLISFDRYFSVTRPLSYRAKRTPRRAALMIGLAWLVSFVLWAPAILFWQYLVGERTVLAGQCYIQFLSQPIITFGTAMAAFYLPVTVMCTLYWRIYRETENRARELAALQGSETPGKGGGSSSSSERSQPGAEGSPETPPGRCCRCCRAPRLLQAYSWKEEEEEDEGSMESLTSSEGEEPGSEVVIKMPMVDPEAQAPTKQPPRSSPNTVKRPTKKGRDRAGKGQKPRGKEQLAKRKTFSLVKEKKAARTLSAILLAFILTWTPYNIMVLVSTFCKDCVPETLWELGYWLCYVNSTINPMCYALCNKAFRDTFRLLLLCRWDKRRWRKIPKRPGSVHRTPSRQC
CHRM4 agonist – agonists of human muscarinic M4 receptor (CHRM4) | activation, % at 3 µM | CHO-K1 hM4/Gqi5, Fluo-8 calcium fluorescence; vehicle 0%, full acetylcholine response 100% | hit rate 0.14% among 360,000 | P08173 | AID 624127;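 active = activation above the run mean over all test wells plus 3 SD, cut at about 32% in these data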;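 also: peak over basal fluorescence ratio per well then scaled between controls; 0% = DMSO wells and 100% = acetylcholine at EC100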
CHRM1 antagonist – antagonists of human M1 muscarinic receptor | P11229 | CHO-K1 hM1, Fluo-8 calcium fluorescence, ACh EC80 antagonist | inhibition, % at 3 µM | hit rate 1.3% among 360,000;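 active = percent inhibition above its own plate's cutoff, namely the mean of that plate's compound wells plus 3 SD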;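 also: peak over basal fluorescence ratio during 140 s after agonist addition; 0% = ACh EC80 plus DMSO and 100% = DMSO alone without agonist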
CHRM5 agonist – CHRM5 agonism in calcium assay; P08912; CHO-K1 hM5 cells, Fluo-8 calcium fluorescence; 0% DMSO wells, 100% maximal acetylcholine response; activation, % at 3 µM; hit rate 0.19% among 360,000; AID 624037;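 active = activation above the run's mean over test compounds plus 3 SD, cut at about 23% in these data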;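 also: signal is peak over basal fluorescence ratio across the kinetic read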
CHRM5 antagonist – antagonists of human muscarinic M5 receptor (CHRM5); P08912; CHO-hM5 cells, Fluo-8 calcium fluorescence, ACh EC80; inhibition, % at 3 µM; hit rate 0.59% among 360,000; AID 624040;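 active = inhibition above a per-plate cutoff, the mean of that plate's test compounds plus 3 SD, cut at about 27% in these data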;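 also: 0% = acetylcholine EC80 with DMSO and 100% = DMSO without agonist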
M5 PAM – potentiates acetylcholine response at human M5 receptor | hit rate 0.3% among 360,000 | AID 624038 | activation, % at 3 µM | CHO-K1 hM5, Fluo-8 calcium, ACh EC20 PAM; 0% = ACh EC20, 100% = ACh EC100;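 active = activation above the run cutoff, the mean activation of all test compounds plus 3 SD, cut at about 18% in these data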
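Assay system: CHO-K1 hM5 cells. Also added: acetylcholine at EC20 concentration, added after compound. Dosing: 3 µM, single dose. Times: compound preincubation 140 s before EC20 acetylcholine addition. Signal: Fluo-8 calcium fluorescence. Measure: % activation relative to EC20 and EC100 ACh responses. Repeats: singlicate, one well per test compound.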
Starred values were filed as active, the others as inactive; nt = no result given.

Codes – A = CRFR2-BP ag; B = M4 PAM; C = M4 antag; D = M1 PAM; E = CHRM4 agonist; F = CHRM1 antagonist; G = CHRM5 agonist; H = CHRM5 antagonist; I = M5 PAM
CN(CC(=O)Nc1ccncc1)S(=O)(=O)c1ccccc1
  A = 1.8	B = 3	C = -8	D = 2	E = 2	F = -16	G = 0	H = -1	I = 1

CNC(=S)Nc1ccc(Nc2ccccc2)cc1
  A = -0.2	B = 4	C = -1	D = 1	E = 1	F = 3	G = 0	H = 4	I = -2

Cc1ccc(NC(=O)CSc2nnc3ccccn23)c(Cl)c1
  A = -1.1	B = 6	C = 1	D = 3	E = 1	F = -2	G = -2	H = 6	I = -1

Cc1cc(C)n(CC(=O)c2ccccc2)c(=O)c1C#N
  A = -0.8	B = 4	C = -11	D = 7	E = 0	F = -13	G = -4	H = -3	I = -9

Cc1ccccc1NC(=O)NC1(C(=O)N2CCC(O)CC2)CCCCC1
  A = -0.7	B = -7	C = 4	D = 12	E = 1	F = -7	G = 1	H = -2	I = 3

O=C(Nc1sc2c(c1C(=O)O)CCCCC2)c1ccccc1
  A = 8.5	B = 5	C = -4	D = 9	E = 0	F = -11	G = -8	H = 5	I = 12

Cc1cc(C(=O)Nc2cccc(NC(=O)c3ccco3)c2)ccc1[N+](=O)[O-]
  A = 4.8	B = -7	C = -7	D = -4	E = 20	F = 2	G = 0	H = 6	I = -9

COCCC(=O)N1CCC(Oc2ccc(C(=O)N3CCC[C@H]3CO)cc2)CC1
  A = -2.5	B = 0	C = -11	D = 9	E = 1	F = -16	G = -3	H = 2	I = -5

CCOCCCNC(=O)CN(Cc1ccc(Cl)cc1)S(C)(=O)=O
  A = -0.8	B = 8	C = -1	D = -4	E = 0	F = 7	G = -5	H = -1	I = 3

O=C(Nc1ccc2oc(-c3cccnc3)nc2c1)c1ccc([N+](=O)[O-])o1
  A = 1.2	B = 3	C = -4	D = 4	E = 3	F = 0	G = 3	H = -1	I = 4

O=C(NNC1=NCCCCC1)Nc1cccc(Cl)c1
  A = -2.2	B = -5	C = 4	D = 7	E = 1	F = -4	G = -3	H = -15	I = 2

COCCNC(=O)C(=O)Nc1ccc(Cl)cc1C
  A = -0.2	B = 1	C = 1	D = 6	E = 0	F = -1	G = -1	H = 4	I = 4

COc1ccc(-c2nc(C#N)c(NC(C)C)o2)cc1
  A = -1.4	B = 5	C = -19	D = 11	E = 2	F = -36	G = -5	H = 4	I = -10

CCn1c(/C=C/c2cccc([N+](=O)[O-])c2)nc2ccccc2c1=O
  A = -0.3	B = 5	C = 7	D = -2	E = 1	F = 9	G = -1	H = 6	I = -8

O=C(O)CCNc1ccc2c(c1)OCCO2
  A = 9.2	B = 6	C = -3	D = 9	E = 1	F = -4	G = 3	H = -1	I = 7

COc1ccc(NC(=O)Nc2cc(NC(=O)Nc3ccc(OC)cc3)c(C)nc2C)cc1
  A = -1.4	B = 7	C = -5	D = 12	E = 1	F = -4	G = 1	H = -5	I = 1

O=C(c1ccco1)N1CCN(C(=O)C2CCCN(S(=O)(=O)Cc3ccccc3)C2)CC1 (stereo not drawn)
  A = -2.3	B = 1	C = -6	D = -5	E = 6	F = 17	G = -1	H = 8	I = -10

CCOc1ccc(-c2nnc3ccc(SCc4ccc(C(=O)OC)o4)nn23)cc1
  A = 2.0	B = -7	C = 2	D = -10	E = 1	F = 11	G = -6	H = -2	I = -3

CCNC(=S)N(CCc1cccc(C)c1)Cc1cc2cc(OC)c(OC)cc2[nH]c1=O
  A = 0.8	B = 11	C = 5	D = 9	E = 3	F = -2	G = -4	H = 6	I = 5

CCOc1ccccc1/C=N/n1nnnc1N
  A = -2.7	B = -11	C = 5	D = 12	E = 0	F = -9	G = -4	H = 12	I = -8

Cc1cccc(C)c1NC(=O)COC(=O)CN1C(=O)C2CCCCC2C1=O (stereo not drawn)
  A = -0.3	B = 15	C = 1	D = 7	E = 3	F = -4	G = 6	H = -9	I = 5

COc1cccc(CNCc2ccc(OC)c3ccccc23)c1OC
  A = -0.7	B = -17	C = 17	D = -9	E = 37*	F = 22	G = 9	H = 31*	I = -18

O=C(Nc1ccc(-c2ccco2)cc1)C1CCCN(Cc2ccc(CO)o2)C1 (stereo not drawn)
  A = -1.4	B = -3	C = 2	D = 1	E = 4	F = -8	G = -5	H = 2	I = 3

CCN=C1S/C(=C\c2cn(CC)c3ccccc23)C(=O)N1CC
  A = 0.0	B = -11	C = -3	D = -8	E = -2	F = -4	G = -6	H = 3	I = -8

COc1ccc(CCn2c(C)cc(C(=O)CSc3nc(N)cc(=O)[nH]3)c2C)cc1
  A = 1.1	B = -3	C = 12	D = -13	E = 9	F = 20	G = 2	H = 9	I = -8

10 consecutive entries from above, for reference:
Codes – A = CRFR2-BP ag; B = M4 PAM; C = M4 antag; D = M1 PAM; E = CHRM4 agonist; F = CHRM1 antagonist; G = CHRM5 agonist; H = CHRM5 antagonist; I = M5 PAM
COc1ccc(NC(=O)Nc2cc(NC(=O)Nc3ccc(OC)cc3)c(C)nc2C)cc1
  A = -1.4	B = 7	C = -5	D = 12	E = 1	F = -4	G = 1	H = -5	I = 1

O=C(c1ccco1)N1CCN(C(=O)C2CCCN(S(=O)(=O)Cc3ccccc3)C2)CC1 (stereo not drawn)
  A = -2.3	B = 1	C = -6	D = -5	E = 6	F = 17	G = -1	H = 8	I = -10

CCOc1ccc(-c2nnc3ccc(SCc4ccc(C(=O)OC)o4)nn23)cc1
  A = 2.0	B = -7	C = 2	D = -10	E = 1	F = 11	G = -6	H = -2	I = -3

CCNC(=S)N(CCc1cccc(C)c1)Cc1cc2cc(OC)c(OC)cc2[nH]c1=O
  A = 0.8	B = 11	C = 5	D = 9	E = 3	F = -2	G = -4	H = 6	I = 5

CCOc1ccccc1/C=N/n1nnnc1N
  A = -2.7	B = -11	C = 5	D = 12	E = 0	F = -9	G = -4	H = 12	I = -8

Cc1cccc(C)c1NC(=O)COC(=O)CN1C(=O)C2CCCCC2C1=O (stereo not drawn)
  A = -0.3	B = 15	C = 1	D = 7	E = 3	F = -4	G = 6	H = -9	I = 5

COc1cccc(CNCc2ccc(OC)c3ccccc23)c1OC
  A = -0.7	B = -17	C = 17	D = -9	E = 37*	F = 22	G = 9	H = 31*	I = -18

O=C(Nc1ccc(-c2ccco2)cc1)C1CCCN(Cc2ccc(CO)o2)C1 (stereo not drawn)
  A = -1.4	B = -3	C = 2	D = 1	E = 4	F = -8	G = -5	H = 2	I = 3

CCN=C1S/C(=C\c2cn(CC)c3ccccc23)C(=O)N1CC
  A = 0.0	B = -11	C = -3	D = -8	E = -2	F = -4	G = -6	H = 3	I = -8

COc1ccc(CCn2c(C)cc(C(=O)CSc3nc(N)cc(=O)[nH]3)c2C)cc1
  A = 1.1	B = -3	C = 12	D = -13	E = 9	F = 20	G = 2	H = 9	I = -8

Later entries
Codes – A = CRFR2-BP ag; B = M4 PAM; C = M4 antag; D = M1 PAM; E = CHRM4 agonist; F = CHRM1 antagonist; G = CHRM5 agonist; H = CHRM5 antagonist; I = M5 PAM
Cc1cc(NC(=O)CSc2nnc(-c3cccc(F)c3)n2N)no1
  A = -1.8	B = 5	C = 5	D = -6	E = 0	F = 16	G = 2	H = 5	I = 5

Cc1ccc(C(C(=O)NCc2ccccc2)N(Cc2ccco2)C(=O)c2snc(C(N)=O)c2N)o1 (stereo not drawn)
  A = 0.1	B = -15	C = 12	D = -17	E = 21	F = 24	G = 1	H = 15	I = -13

COc1ccc(Cn2c(C3CC3)nc3ccc(NC(=O)c4cccnc4)cc3c2=O)cc1
  A = -0.7	B = -13	C = 1	D = -11	E = 17	F = 11	G = 3	H = 10	I = -10

CCn1ncc(C2=NOC(C(=O)NCc3ccccc3)C2)c1C (stereo not drawn)
  A = -1.2	B = 2	C = 0	D = -1	E = 1	F = -5	G = 5	H = 7	I = -7

Cc1ccc(NC(=O)C2CCN(S(=O)(=O)c3ccc4c(c3)OCCO4)CC2)c(O)c1
  A = 0.5	B = -4	C = -9	D = 0	E = 4	F = -14	G = -8	H = 7	I = -13

CN1CCN(C(=O)CN(c2cccc(Br)c2)S(=O)(=O)c2ccccc2)CC1
  A = 0.7	B = 13	C = -4	D = 2	E = 2	F = 0	G = -11	H = 3	I = -1

CC(C)(C)Nc1c(-c2cccs2)nc2ccccn12
  A = -0.5	B = -4	C = 7	D = -9	E = 1	F = 11	G = -8	H = -11	I = 7

COc1ccc(NC(=O)C23CC4CC(C2)CC(n2cnc(Br)n2)(C4)C3)c(C)c1
  A = 0.1	B = 10	C = 14	D = 5	E = 1	F = -5	G = -2	H = -1	I = 8

Cc1cc(Nc2ccc3c(c2)OCCO3)c2ccccc2n1
  A = -0.8	B = 6	C = -5	D = 0	E = 4	F = 2	G = -5	H = 2	I = -6

CNC(=O)c1c(NC(=O)CCS(=O)(=O)c2ccc(C)cc2)sc2c1CCN(C(=O)OC)C2
  A = 0.9	B = 4	C = -5	D = 8	E = 0	F = -20	G = -2	H = 6	I = 1

O=C(O)c1ccccc1N(Cc1ccccc1)C(=O)COc1ccccc1
  A = 0.0	B = 12	C = -4	D = -4	E = 1	F = 2	G = -5	H = 6	I = 1

Cc1cccc(-[n+]2c(C)cc(C)c3c(=O)[nH]c(=O)[nH]c32)c1
  A = 1.0	B = 25	C = -10	D = 13	E = 0	F = -5	G = 4	H = 4	I = 2

COc1ccc(-c2nn(-c3ccccc3)cc2/C=C/C(=O)OCC(=O)Nc2ccccc2C#N)cc1
  A = 10	B = -10	C = 0	D = 4	E = -1	F = 3	G = -1	H = 12	I = -3

Cc1ccccc1/C=C/C12NC(=O)CN1c1ccccc1C2(C)C (stereo not drawn)
  A = 0.0	B = -14	C = 21	D = -13	E = 20	F = 32	G = -7	H = 21	I = -24

N#CCSc1nc2ccccc2c(=O)n1CCCC(=O)NCC1CCCO1 (stereo not drawn)
  A = -1.2	B = -4	C = 6	D = -2	E = 2	F = 7	G = 0	H = 0	I = 0

COc1cccc(S(=O)(=O)Nc2ccc3c(c2)C(=O)N(C)C[C@H](OC)[C@H](C)CN(Cc2ccccc2F)[C@@H](C)CO3)c1
  A = nt	B = 7	C = 9	D = nt	E = 0	F = nt	G = -1	H = 0	I = -2

COc1ccc(-c2nc(NC(=O)Cn3ccc(C(F)(F)F)n3)sc2C)cc1
  A = -0.9	B = 4	C = -9	D = -7	E = 11	F = 9	G = -4	H = 1	I = 3

Cc1ccc(-n2ncc3c(=O)n(CC(=O)NCc4ccco4)cnc32)cc1
  A = 1.1	B = -1	C = -1	D = 6	E = 1	F = -11	G = -5	H = -4	I = -4

Cc1ccc2nc(-c3ccc(Cl)cc3)c(Cc3ccccc3C(F)(F)F)n2c1
  A = nt	B = 17	C = -1	D = 0	E = 2	F = -33	G = -3	H = -12	I = -4

O=C(O)c1cccc(NC(=S)N/N=C/c2cccnc2)c1
  A = -1.1	B = 10	C = -5	D = 5	E = 1	F = -8	G = -1	H = 11	I = -1

COc1ccc(S(=O)(=O)N2CCC(N3CCCCC3)CC2)cc1
  A = 2.4	B = 6	C = -8	D = 3	E = 1	F = -7	G = -12	H = -9	I = 5

2 of these compounds in another layout:
molecule | CRFR2-BP ag | M4 PAM | M4 antag | M1 PAM | CHRM4 agonist | CHRM1 antagonist | CHRM5 agonist | CHRM5 antagonist | M5 PAM
COc1ccc(-c2nc(C#N)c(NC(C)C)o2)cc1 | -1.4 | 5 | -19 | 11 | 2 | -36 | -5 | 4 | -10
CCn1c(/C=C/c2cccc([N+](=O)[O-])c2)nc2ccccc2c1=O | -0.3 | 5 | 7 | -2 | 1 | 9 | -1 | 6 | -8
